# D2 ag – D2 dopamine receptor (human) agonism | P14416 | HEK293 T-REx D2 cells, calcium flux agonist mode | activation, % at 2 µM | 0.53% of 340,000 active;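 active means activation over 3 SD above normal in the single-dose calcium agonist read, cut at about 30% in these data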; further: 0% is about no effect
#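 Agonism is scored from calcium flux in a force-coupled, inducible HEK293 cell line expressing D2, read kinetically for 180 s after compound addition against dopamine controls.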
# D2 antag – antagonists of human D2 dopamine receptor. inhibition, % at 10 µM. 2% of 340,000 active. HEK293 TREx D2 cells, calcium flux, dopamine EC80. P14416. AID 485344; in the data active means inhibition above about 30%; further: 0% is about no effect
#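 Read-out: kinetic calcium fluorescence (1 cycle/s) in inducible HEK293 T-REx D2 cells after an EC80 dopamine addition that followed 180 s compound preincubation. Loss of the dopamine response indicates antagonism.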
# D1 agonist – agonists of human D1 dopamine receptor; P21728; 1% of 360,000 active; activation, % at 2 µM; HEK293 T-REx D1 cells, calcium flux, agonist mode; further: 0% is about no effect
#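 Inducible HEK293 T-REx D1 cells, force-coupled to calcium signalling, were plated at 4000 cells/well with tetracycline and held overnight at 30 C. After no-wash calcium dye loading, compound-evoked calcium rise over 180 s flagged agonists.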
# RXFP1 antagonist – antagonists of human relaxin receptor RXFP1; Q9HBX9; HEK293-RXFP1, relaxin-stimulated cAMP HTRF, 30 min; stronger effect = lower value; activity change, negative = inhibition, % at 57.5 µM; 0.59% of 350,000 active;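 active means activity change of -60% or lower, but not beyond a set lower limit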; further: on the % scale 0 is the no-effect control and ±100 the full control effect
# Target sequence (Q9HBX9 whole entry, looked up): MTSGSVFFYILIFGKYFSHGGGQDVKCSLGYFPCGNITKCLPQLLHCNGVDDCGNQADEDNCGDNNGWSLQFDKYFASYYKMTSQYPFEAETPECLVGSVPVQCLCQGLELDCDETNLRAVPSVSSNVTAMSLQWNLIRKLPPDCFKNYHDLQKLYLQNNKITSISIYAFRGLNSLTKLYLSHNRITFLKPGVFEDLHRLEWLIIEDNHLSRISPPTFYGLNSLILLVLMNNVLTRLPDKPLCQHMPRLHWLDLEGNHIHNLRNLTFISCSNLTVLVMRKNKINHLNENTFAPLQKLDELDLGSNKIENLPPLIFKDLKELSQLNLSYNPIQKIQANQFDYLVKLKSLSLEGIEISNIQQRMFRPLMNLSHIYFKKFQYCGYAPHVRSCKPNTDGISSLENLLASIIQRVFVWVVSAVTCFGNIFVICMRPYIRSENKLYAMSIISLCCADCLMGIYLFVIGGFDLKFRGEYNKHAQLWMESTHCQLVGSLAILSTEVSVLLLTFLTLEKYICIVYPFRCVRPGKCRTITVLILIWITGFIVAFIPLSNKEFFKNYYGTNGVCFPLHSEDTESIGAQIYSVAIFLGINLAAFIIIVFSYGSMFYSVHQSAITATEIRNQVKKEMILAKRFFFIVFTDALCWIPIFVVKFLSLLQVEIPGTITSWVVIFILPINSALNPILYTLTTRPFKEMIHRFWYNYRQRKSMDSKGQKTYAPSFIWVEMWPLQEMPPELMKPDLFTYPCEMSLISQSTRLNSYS
# D2 PAM – positive allosteric modulators of human D2 dopamine receptor; potentiation, % at 10 µM; 0.34% of 340,000 active; HEK293 T-REx D2, calcium flux, EC20 dopamine potentiation; P14416;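 active means potentiation over 3 SD above the plate norm, cut at about 30% in these data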; further: 0% is about no effect
#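 Calcium flux readout, no-wash dye, 1 read/s. Inducible HEK293 Trex D2 line, overnight 30 C. Compound alone 180 s (agonist flags), then EC20 dopamine, another 180 s to score potentiation.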
# D1 antag – blocks dopamine activation of the human D1 receptor; P21728; HEK293 TREx D1 cells, calcium flux, dopamine EC80; stronger effect = lower value; activity change, negative = inhibition, % at 10 µM; 3.2% of 360,000 active; AID 504652; in the data active means activity change below about -30%; further: on the % scale 0 is the no-effect control and ±100 the full control effect
#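 Inducible Hek293 Trex D1 cells (tetracycline, overnight, 30 C). Calcium dye 30–90 min RT. Antagonist mode: EC80 dopamine added after 180 s compound read.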
# TRHR enhancer – allosterically enhances the human TRH receptor; P34981; enhancement, % at 2 µM; 0.66% of 360,000 active; TRHR cells, fluo-8 calcium fluorescence, EC20 TRH enhancement; in the data active means enhancement above about 30%; further: 0% is about no effect
#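 Enhancer read-out: after compound pinning and an initial kinetic agonist-mode read, an EC20 of TRH (10 nM final) was injected and fluo-8 calcium signal (Ex 480/Em 530) followed at 1 s/cycle for 100 cycles in TRHR-expressing cells.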
# D1 potentiator – enhances dopamine response at the human D1 receptor; P21728; AID 504651; 0.036% of 360,000 active; HEK293 TREx D1 cells, calcium flux, dopamine EC20 potentiation; potentiation, % at 10 µM; in the data active means potentiation above about 30%; further: 0% is about no effect
# TRHR agonist – activates the human TRH receptor; TRHR cells, calcium flux fluo-8, FDSS agonist mode; activation, % at 2 µM; 0.18% of 360,000 active; AID 493084; further: 0% is about no effect
#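 In this calcium-flux screen, cells bearing human TRHR are dye-loaded with fluo-8, baselined for 10 cycles, then exposed to library compounds; positive kinetic calcium responses during the agonist phase mark hits, with TRH as control.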
# Starred values were filed as active, the others as inactive; / = no result given; & = joins results of further samples. Unless noted, no stated cut-off is given here; in the data, active means activation above about 30%; inactive means the rest. Not a hit list; any-hit rate near 7.1%.
canonical_smiles	D1 agonist	D1 potentiator	TRHR agonist	RXFP1 antagonist	TRHR enhancer	D2 ag	D2 antag	D2 PAM	D1 antag
O=C1CCCN1CC(=O)N1CCCC(N2CCN(c3cccc(Cl)c3)CC2)C1 (configuration not stated)	2	2	1.0	-3	1	0.1	8	-3	-1
COc1ccc(C(=S)NCS(=O)(=O)c2ccc(C)cc2)cc1	6	-4	-0.1	2	12	-0.3	11	9	-35*
COC(=O)c1ccc(C(=O)OC)c(NC(=O)CSCc2ccc(Br)cc2)c1	33*	-3	1.2	10	7	-2.0	-5	11	-42*
COCc1cc(C)n(CC(=O)N2CCCC2)c(=O)c1C#N	1	-3	2.0	-4	3	1.7	31*	-4	/
N#C/C(=C\c1ccc(-c2cccc([N+](=O)[O-])c2)o1)C(=O)Nc1nc(-c2cccs2)cs1	2	-5	-0.7	-2	11	-0.1	2	-2	-11
CCOC(=O)C1(Cc2ccc(Cl)cc2)CCN(C(=O)c2sc(C)nc2C)CC1	6	-4	5.2	-6	-7	0.2	-10	9	-7
Cc1ccccc1OCC(=O)NC(=S)Nc1ccc(S(=O)(=O)NC2CCCCC2)cc1	4	0	0.7	-22	6	0.0	-1	-1	17
CN(C)CCN(Cc1ccco1)C(=O)c1oc2ccccc2c1NC(=O)c1cccc(F)c1	66*	4	-1.1	-27	7	/	/	-5	-16
COc1ccc2[nH]cc(CCN=C(NC(=O)c3ccccc3C)Nc3nc(C)cc(C)n3)c2c1	0	-5	-2.4	/	1	-0.7	/	-7	0
O=C(O)c1ccccc1SCc1cn2cc(Cl)ccc2n1	3	-6	0.1	1	-8	0.3	-7	2	-3
CCc1ccc(CN(C(=O)COc2c(C)cccc2C)C2CCS(=O)(=O)C2)cc1 (configuration not stated)	3	0	-0.8	-25	-12	0.0	-3	2	12
COC(=O)c1sccc1NC(=O)Cc1ccc(Br)cc1	21	-2	0.3	-19	-4	-1.1	42*	-6	-5
c1ccc(-n2c(Sc3cnccn3)nnc2-c2cccs2)cc1	2	-3	-1.3	6	31*	0.4	-4	-9	11
NC(=O)NC(c1ccccc1)c1cccc2ccccc12 (configuration not stated)	0	5	-0.7	30	6	0.5	9	15	-1
Cc1ccc(-n2[nH]c(=O)c(-c3ccccn3)c2C)cc1	-1	6	-0.7	13	-4	0.9	5	-3	-18
Cc1[nH]c2ccccc2c1C(=O)/C=C\c1ccccc1Cl	5	-5	0.6	-13	3	0.8	-3	-12	-11
O=C(CN(CC1CCCO1)C(=O)CNS(=O)(=O)c1ccc(Cl)cc1)NCc1ccco1 (configuration not stated)	3	6	-0.4	18	27	/	/	/	5
Cc1cccc(-n2nc3c(c2NC(=O)c2ccc(Br)o2)CSC3)c1C	0	-4	0.2	-14	-4	/	/	-5	3
CN(CC(=O)Nc1ccc(Cl)cc1)C(=O)c1cccc(S(=O)(=O)NCc2ccccc2)c1	2	6	0.2	3	0	0.7	-48	-32	-9
Cc1ccc(NC(=O)c2ccc(Cl)c(S(=O)(=O)N3CCCCC3)c2)nc1	6	-2	1.4	-2	-5	0.5	16	9	1
O=Cc1ccc(OCCN2CCCC2=O)cc1	-1	-5	1.5	-5	-7	-0.8	12	17	6
O=C(CCCN1C(=O)c2ccccc2C1=O)Nc1ccc(S(=O)(=O)N2CCOCC2)cc1	2	-5	-0.1	5	-6	1.1	-4	-3	7
CCOC(=O)[C@@H]1[C@H]2COc3ccc(Br)cc3[C@@H]2N2C(=O)N(c3ccc(C)cc3)C(=O)[C@]12C	6	-4	0.9	/	-2	/	/	/	-6
CC1C/C(=C\c2cccnc2)C(=O)/C(=C/c2cccnc2)C1 (configuration not stated)	1	-2	0.3	/	7	-0.6	8	0	-6
Cc1cccc(C)c1Nc1c(-c2ccccc2O)nc2ncccn12	2&-1	-12&-1	1.0&0.4	-15&-3	3&-7	0.8&-0.6	1	6&-2	-5&-1
Cc1ccc(S(=O)(=O)C2(C(=O)NCc3ccc4c(c3)OCO4)CC2)cc1	-2	-5	-0.1	/	-1	-0.4	-9	10	0
CC1CC(C)CN(S(=O)(=O)c2cc3c(cc2Cl)NC(=O)CO3)C1 (configuration not stated)	5	-4	0.6	-20	2	0.2	7	-6	-1
CCOc1ccccc1NC(=O)CSc1cn(CC(=O)N2CCCCCC2)c2ccccc12	0	-1	-0.3	-19	-5	/	/	2	0
COc1c(Cl)cc(Cl)cc1C(=O)Nc1ccc(CN2CCOCC2)cc1	5	-4	-0.9	-1	0	-0.9	25	-1	-28
Cc1ccc(-n2c(Cn3nc(C(F)F)cc3C(F)F)n[nH]c2=S)cc1	3	-1	0.4	-4	4	0.7	-7	4	-2
CCOC(=O)C1=C(CS(=O)(=O)c2ccc(C)cc2)NC(=O)NC1c1ccc(C(C)C)cc1 (configuration not stated)	6	2	-0.3	/	-7	-0.5	/	15	31
COc1ccc([C@@H]2[C@@H]3C(=O)N(C(C)(C)C)C(=O)[C@@H]3[C@]3(CC(C)C)C(=O)N(c4cccc(Br)c4)C(=O)N23)cc1	1	-7	0.2	/	-9	0.7	13	4	4
CCC(=O)NC(=S)Nc1ccc(NC(=O)COc2ccc(Cl)cc2Cl)cc1	3	5	0.2	-4	-3	0.4	3	-11	-2
Cc1ccc(N2C(=O)CC(n3nc(C)cc3C)C2=O)cc1 (configuration not stated)	0	-6	0.0	19	-2	-1.5	14	8	8
CCOc1ccccc1N1CCN(c2nc3ccccc3nc2C(C#N)C(=O)OC(C)C)CC1 (configuration not stated)	2	-8	0.3	-10	2	0.5	-1	-2	13
COc1cc2ccccc2cc1C(=O)Nc1cc(C)ccn1	2	-6	0.7	-6	10	0.0	-12	-5	1
COc1ccccc1NC(c1cccnc1)c1ccc2cccnc2c1O (configuration not stated)	1	1	0.1	2	5	0.7	3	-2	-2
O=C(NC1CCS(=O)(=O)C1)/C(=C\c1ccco1)NC(=O)c1ccccc1 (configuration not stated)	0	-2	0.2	-14	14	-1.0	16	-9	1
O=C(O)Cc1c(C(=O)O)nnn1-c1cccc(C(F)(F)F)c1	5	-1	-0.5	5	-3	0.8	2	8	8
N#CCCN(Cc1cccnc1)C(=O)c1ccc(S(=O)(=O)N2CCOCC2)cc1	2	1	0.1	7	1	0.2	2	1	10
O=C(COc1ccccc1[N+](=O)[O-])N1CCN(S(=O)(=O)c2ccccc2)CC1	2	-11	0.0	-17	3	0.2	3	5	-95*
CCCCNC(=O)CCn1c(=O)c2ccccc2n(CC(=O)N2CC(C)CC(C)C2)c1=O (configuration not stated)	3	7	-0.1	-1	4	-2.2	15	-1	-11
CC1(C)C(=O)OC(C(=O)c2ccccc2)C2(CCCCC2)C1=O (configuration not stated)	2	-3	-0.1	1	-21	2.2	-3	1	21
COc1ccccc1C(=O)NCCC(=O)NCC(c1ccc(F)cc1)N1CCOCC1 (configuration not stated)	3	0	0.1	-11	-5	0.4	-6	-5	15
O=C(COC(=O)Cc1ccccc1[N+](=O)[O-])NCc1ccc(F)cc1	2	-3	-0.3	2	2	-0.9	13	-8	-15
O=C(Cn1c(-c2cccs2)cc2ccccc21)NCCc1ccc(Cl)cc1	-1	-2	1.7	3	-11	0.7	/	4	-2
Cc1nc2ccccc2c(=O)n1NC(=O)c1ccc([N+](=O)[O-])cc1	6	1	0.0	4	3	0.4	-10	11	6
COC(=O)CSc1nc(-c2cccs2)ccc1C#N	1	-3	-0.2	-37	0	-0.3	8	-4	-18
Cc1cc(C=O)c(C)n1-c1ccc(N2CCCCC2)c([N+](=O)[O-])c1	7	1	-0.4	-4	7	0.8	5	25	-22
CCOC(=O)c1c(NC(=O)c2nc(SCC)ncc2Cl)sc(C(C)=O)c1C	0	2	0.4	/	-1	1.2	/	-1	0
CC(C)CC1(C)NC(=O)NC1=O (configuration not stated)	-2	2	-0.1	-3	16	0.0	-8	3	13
NC1=NC2(CCCCC2)n2c(nc3ccccc32)N1	10	-3	-1.2	-8	2	-0.4	21	-1	-4
O=C(CCS(=O)(=O)c1ccccc1)N(Cc1cccnc1)c1nc2ccc(Cl)cc2s1	3	-1	0.5	5	3	1.3	/	3	/
O=C(Nc1nc2ccc(S(=O)(=O)N3CCOCC3)cc2s1)c1cccs1	4	1	-1.2	-24	-9	1.1	57*	14	-12
NC(=O)N/N=C/c1cc(Br)ccc1OCC(=O)NCc1ccccc1	4	-3	0.3	-25	4	0.6	11	-13	-4
CC1(NC(=O)Nc2ccccc2)CCS(=O)(=O)C1 (configuration not stated)	1	10	0.8	-6	10	0.9	15	-6	2
CC(C)c1ccc(C2=NC(c3ccncc3)=Nc3ccc(F)cc3N2)cc1	1	2	-1.6	-6	1	-0.2	/	23	-4
CC(=O)Nc1ccc(CN2CCC(n3nccc3NC(=O)CCc3ccccc3)CC2)cc1	0	-5	1.1	-6	5	2.5	0	-2	-3
Cc1cc(Oc2c(C(F)(F)F)oc3c(CN4CCC(C)CC4)c(O)ccc3c2=O)cc(C)c1Cl	-1	-4	0.2	-1	10	-0.3	/	/	-7
O=[N+]([O-])c1ccccc1S(=O)(=O)Oc1ccc(/C=N/n2cnnc2)cc1	6	-4	0.4	-1	3	-0.4	2	0	0

# The list continues:
canonical_smiles	D1 agonist	D1 potentiator	TRHR agonist	RXFP1 antagonist	TRHR enhancer	D2 ag	D2 antag	D2 PAM	D1 antag
O=C(Nc1cc(-c2ccccc2F)nn1-c1ccccc1)c1ccccc1Br	5	-2	0.6	/	5	0.6	/	15	3
O=C(c1cc(=O)c2ccccc2o1)N1CCN(c2cccc(Cl)c2)CC1	0	-4	-0.7	-13	3	1.0	10	-8	-1
CCN(c1ccccc1)C(CNS(=O)(=O)c1ccccc1)c1ccccc1 (configuration not stated)	4	-2	0.4	-5	3	0.7	/	9	-3
FC(F)(F)c1nc(-c2cccnc2)ncc1-c1nnnn1-c1ccccc1	4	0	1.4	-4	-3	0.3	2	-5	5
CCCc1c(C)nc2c(OC)cccc2c1SCC(=O)O	5	3	0.5	-4	1	0.7	-3	-2	81
CCOC(=O)c1sc(NC(=O)CC2OC(=O)c3ccccc32)nc1C (configuration not stated)	1	-9	0.8	-12	-3	4.7	-1	0	17

# Single records, from the list above.
# O=C(c1cc(=O)c2ccccc2o1)N1CCN(c2cccc(Cl)c2)CC1 across the screens: D1 agonist = 0; D1 potentiator = -4; TRHR agonist = -0.7; RXFP1 antagonist = -13; TRHR enhancer = 3; D2 ag = 1.0; D2 antag = 10; D2 PAM = -8; D1 antag = -1
# CCCc1c(C)nc2c(OC)cccc2c1SCC(=O)O across the screens: D1 agonist = 5; D1 potentiator = 3; TRHR agonist = 0.5; RXFP1 antagonist = -4; TRHR enhancer = 1; D2 ag = 0.7; D2 antag = -3; D2 PAM = -2; D1 antag = 81

# 3 entries already listed, arranged by their value in D1 antag, smallest number first:
molecule,D1 agonist,D1 potentiator,TRHR agonist,RXFP1 antagonist,TRHR enhancer,D2 antag,D2 PAM,D1 antag
CCN(c1ccccc1)C(CNS(=O)(=O)c1ccccc1)c1ccccc1 (configuration not stated),4,-2,0.4,-5,3,/,9,-3
FC(F)(F)c1nc(-c2cccnc2)ncc1-c1nnnn1-c1ccccc1,4,0,1.4,-4,-3,2,-5,5
CCOC(=O)c1sc(NC(=O)CC2OC(=O)c3ccccc32)nc1C (configuration not stated),1,-9,0.8,-12,-3,-1,0,17

# Bioassay records deposited in PubChem by National Center for Advancing Translational Sciences (NCATS).
